Compound activity as filed in PubChem.
SENP1 inh = SENP1 (human) catalytic domain inhibition; Q9P0U3; recombinant SENP1 catalytic domain, CyPet-SUMO1-YPet FRET cleavage; inhibition, % at 10 µM; 360,000 tested, 0.21% active; AID 624204;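 active = inhibition at least 30% at 10 µM, raw YFP signal under a set limit, fluorescence ratio 0.5 to 1.5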;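 also: 0% = enzyme with DMSO and 100% = no enzyme wells; some results filed as inactive read as strong as hits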
Target sequence (Q9P0U3 419-644 limits assumed): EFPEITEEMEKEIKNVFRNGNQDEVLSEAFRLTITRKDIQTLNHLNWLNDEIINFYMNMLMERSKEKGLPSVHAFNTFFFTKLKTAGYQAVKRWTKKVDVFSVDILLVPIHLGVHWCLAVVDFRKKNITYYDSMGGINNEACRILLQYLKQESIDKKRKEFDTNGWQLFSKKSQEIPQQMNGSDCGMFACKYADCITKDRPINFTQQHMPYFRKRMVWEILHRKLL
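System: Recombinant human SENP1 catalytic domain, His6-tagged | Incubation: Enzyme reaction for 50 min at room temperature, dark | Medium: Tris pH 8 with BME, BSA, NP40 and catalase | Also added: 25 nM SUMO1 FRET substrate | Compound: 10 µM single point, 0.5% DMSO | Measured by: FRET fluorescence in CFP and YFP emission channels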
PfG6PD inh = PfG6PD (Plasmodium falciparum) enzyme inhibition; 350,000 tested, 0.78% active; inhibition, % at 20 µM; PfGluPho enzyme, NADPH resazurin-diaphorase fluorescence;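 active = inhibition reaching at least a set limit at 20 µM in the primary screen, cut at about 59% in these data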;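 also: 0% = DMSO wells with substrate and 100% = DMSO wells lacking glucose-6-phosphate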
SENP8 block = blocks human SENP8 cleavage of Nedd8 substrate; 360,000 tested, 0.64% active; Q96LD8; inhibition, % at 20 µM; recombinant SENP8, Nedd8 substrate fluorescence; AID 602440; in the data active = inhibition mostly above about 40%, no sharp cut-off; inactive = mostly below about 27%
Target sequence (Q96LD8 whole entry, looked up): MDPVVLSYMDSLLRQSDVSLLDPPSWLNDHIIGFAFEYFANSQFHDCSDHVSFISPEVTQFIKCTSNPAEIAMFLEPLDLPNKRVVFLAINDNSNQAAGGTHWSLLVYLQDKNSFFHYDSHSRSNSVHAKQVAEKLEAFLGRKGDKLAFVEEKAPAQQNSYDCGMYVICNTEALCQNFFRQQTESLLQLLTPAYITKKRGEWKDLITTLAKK
The depositor's hits bear a star. Only part of the results is shown, so the mix of outcomes need not match the whole.

SMILES	SENP1 inh	PfG6PD inh	SENP8 block
COc1ccc(Cc2nc3ccc(C(=O)N4CCCCC4CO)cc3o2)cc1OC (stereo not drawn)	-1	5	14
O=C(NCCc1ccccc1F)C1CC(=O)N(c2ccc3c(c2)OCCO3)C1 (stereo not drawn)	2	0	0
CSC[C@H]1CN(Cc2ccccc2)C(=O)[C@@H]1CC(=O)Nc1ccccc1	2	11	-3
CCOc1ccccc1NC(=O)c1ccc2c(O)c(S(=O)(=O)c3ccccc3)c(=O)[nH]c2c1	-2	-16	-14
C[C@@H]1CN([C@@H](C)CO)C(=O)CCCn2nncc2CO[C@H]1CN(C)C(=O)Nc1cccc2ccccc12	0	17	-227
CN(CC(=O)NC(=O)NC1CCCCC1)CC(=O)Nc1ccccc1C(F)(F)F	1	17	7
O=C(COC(=O)c1cccc(F)c1)Nc1cccc(S(=O)(=O)N2CCCCC2)c1	2	-5	9
COc1cccc(CNC(=O)c2cc(S(=O)(=O)N3CCCCC3)ccc2C)c1	0	4	24
COc1cc(C=C2CCCC(=Cc3ccc(OCC4CO4)c(OC)c3)C2=O)ccc1OCC1CO1 (stereo not drawn)	-34	5	-3
Cc1nc2c(N)nn(C)c2nc1C	1	-2	6
COc1ccc(S(=O)(=O)Nc2ccc3c(c2)C(=O)N([C@@H](C)CO)C[C@@H](C)[C@H](CN(C)S(=O)(=O)c2ccc(F)cc2)OCCCC[C@H](C)O3)cc1	1	25	8
Cc1ccc(Cl)cc1N1C(=O)CC(Sc2ccccc2N)C1=O (stereo not drawn)	2	-1	14
C[C@H](CO)N1C[C@H](C)[C@@H](CN(C)C(=O)c2cccnc2)Oc2ncc(Br)cc2C1=O	-3	-8	-3
COc1ccc(NC(=O)c2ccc3c(c2)CCN3S(C)(=O)=O)cc1	3	-16	16
O=C(c1cccs1)N1C[C@H](n2cc(C3CC3)nn2)[C@@H](O)C[C@@H]1c1ccccc1	0	15	0
C[C@@H]1CCCCO[C@H](CN(C)C(=O)Nc2ccc3c(c2)OCO3)[C@@H](C)CN([C@H](C)CO)C(=O)c2cc(NS(=O)(=O)c3ccc(F)cc3)ccc2O1	0	24	-11
Cc1ccc(CN2CCC[C@]3(N[C@H](c4ccc(C)cc4)[C@@H]4C(=O)N(C)C(=O)[C@@H]43)C2=O)cc1	0	3	14
CSc1ncnc2c1ncn2CCCNCc1ccco1	0	-1	6
COc1ccc(C(=O)N/C(=C\c2cn(S(=O)(=O)N(C)C)c3ccccc23)C(=O)N2CCCC2)cc1	-1	7	-9
COc1ccc(NC(=O)[C@H](C)NS(=O)(=O)c2ccc(NC(C)=O)cc2)cc1Cl	-2	6	17
CCOC(=O)C1=NN2C(O)C3(C)CC(C(=O)OCC)=NN3C(O)C2(C)C1 (stereo not drawn)	-2	0	4
O=C(COc1ccc(Cl)cc1)N1CCN(S(=O)(=O)c2cc(F)ccc2F)CC1	-6	-14	4
CN(Cc1cnn(-c2ccccc2)c1)C(=O)c1ccc(S(=O)(=O)NCc2ccco2)cc1	1	-14	10
COC(=O)C[C@H]1C[C@@H]2c3cc(NC(=O)NC4CCCC4)ccc3O[C@@H]2[C@@H](CO)O1	0	6	8
CCOC(=O)CSc1nc2nc(Cl)c(Cl)nc2[nH]1	-31	81*	-473
COC(=O)C[C@H]1C[C@@H]2c3cc(NC(=O)Nc4ccc(F)cc4)ccc3O[C@@H]2[C@@H](CO)O1	-2	-7	13
C[C@H]1CCCCO[C@H](CN(C)CC2CCCCC2)[C@@H](C)CN([C@@H](C)CO)C(=O)c2cc(NS(=O)(=O)c3ccccc3)ccc2O1	-1	27	11
CCN(CC)c1ccc(C(=O)NNC(=O)C2CCN(c3ncnc4sc(C)c(C)c34)CC2)cc1	-14	-1	-346
COc1cccc(NC(=O)COC(=O)c2ccc3c(c2)OCCO3)c1	5	1	15
CCCCC1(CC(=O)OCC)SCCN1C(N)=O (stereo not drawn)	-1	-10	10
CC(C)(C)Cc1c(-c2ccc(Cl)cc2)nc2ccc(Br)cn12	0	18	-3
COc1ccc(CC(=O)NCCc2ccc3c(c2)OCO3)cc1OC	-3	4	6
CCN(CC(=O)Nc1c(F)cccc1F)C(=O)CCCN1C(=O)c2ccccc2C1=O	-2	-2	11
Cn1c(/N=C(\N)c2ccccc2)nc2ccccc21	2	3	24
O=P(c1ccccc1)(c1ccccc1)C(O)c1cccs1 (stereo not drawn)	1	-11	6
Cc1cc(C(=O)N2CCCC(CO)(Cc3ccc(F)cc3F)C2)nn1C (stereo not drawn)	1	6	22
COc1ccc([C@H]2C[C@@H](O)[C@H](n3cc(C4CC4)nn3)CN2CC2CCCCC2)cc1	-3	17	8
CCCCNC(=O)CN1C(=O)CSc2ccc(S(=O)(=O)N3CCOCC3)cc21	-3	8	11
CC(C)c1nc(SCC(=O)N2CCCCC2)c2c(=O)n(C)c(=O)n(C)c2n1	-2	-12	-7
COc1ccc(CN2C(=O)C(CC(=O)NCCN3CCOCC3)CC(C(=O)N(C)C)=C2C)cc1 (stereo not drawn)	1	-6	12
Cc1coc2c(C)c3oc(=O)c(CCC(=O)N[C@H](C(=O)O)C(C)C)c(C)c3cc12	-9	-4	-458
O=[N+]([O-])c1ccc2c(c1)-c1ccccc1C2O (stereo not drawn)	17	114*	32
CCOc1cc(/C=N/Nc2ccc(S(=O)(=O)Nc3ccccc3C(=O)O)cc2[N+](=O)[O-])cc(Cl)c1O	-5	-24	30
Cc1ccc(Cc2c(-c3ccccc3)nc3cc(C)ccn23)cc1	13	23	-374
CCCCNC(=S)N(CCCO)Cc1cc2cc3c(cc2[nH]c1=O)OCO3	2	-5	-150
Cc1ccc(S(=O)(=O)N2CCOCC2)cc1NC(=O)COC(=O)C1CCC1	2	-2	21
COc1cc(Cl)ccc1OCc1cc(C(=O)N2CCN(C)C(=O)[C@@H]2C)no1	-1	-4	16
C[C@H]1CN([C@@H](C)CO)S(=O)(=O)c2ccc(C#Cc3ccccn3)cc2O[C@H]1CN(C)Cc1ccc(F)cc1	0	6	11

Given with bars between the fields: entries from further up.
compound | SENP1 inh | PfG6PD inh | SENP8 block
COc1ccc(CN2C(=O)C(CC(=O)NCCN3CCOCC3)CC(C(=O)N(C)C)=C2C)cc1 (stereo not drawn) | 1 | -6 | 12
Cc1coc2c(C)c3oc(=O)c(CCC(=O)N[C@H](C(=O)O)C(C)C)c(C)c3cc12 | -9 | -4 | -458
O=[N+]([O-])c1ccc2c(c1)-c1ccccc1C2O (stereo not drawn) | 17 | 114* | 32
CCOc1cc(/C=N/Nc2ccc(S(=O)(=O)Nc3ccccc3C(=O)O)cc2[N+](=O)[O-])cc(Cl)c1O | -5 | -24 | 30

Other records follow:
SMILES	SENP1 inh	PfG6PD inh	SENP8 block
Cc1cc(C)c(NS(=O)(=O)c2ccccc2)c(C)n1	2	-7	14
C[C@@H]1CN([C@H](C)CO)C(=O)CCCn2cc(nn2)CO[C@H]1CN(C)S(=O)(=O)c1ccc(Oc2ccccc2)nc1	-1	-16	-18
Cc1ccc(-c2ccc(CN3C(C)C(=O)N(Cc4cn(Cc5ccco5)nn4)CCS3(=O)=O)cc2)cc1 (stereo not drawn)	-2	32	12
CS(=O)(=O)Nc1ccc2c(c1)[C@H]1C[C@H](CC(=O)NCc3cccc(F)c3)O[C@@H](CO)[C@H]1O2	-4	0	-3
C[C@H]1CN([C@@H](C)CO)C(=O)CCCn2nncc2CO[C@@H]1CN(C)Cc1ccc2c(c1)OCO2	3	-3	20
C[C@@H]1CN([C@@H](C)CO)C(=O)CCCn2nncc2CO[C@H]1CN(C)S(=O)(=O)c1ccc(F)cc1	-1	-21	4
NC(CSC(c1ccccc1)(c1ccccc1)c1ccc(-c2ccccc2)cc1)C(=O)O (stereo not drawn)	-8	-2	6
COC(=O)c1ccc(COC(=O)C2CCN(S(=O)(=O)c3c(C)cc(C)cc3C)CC2)o1	1	0	-8
Cc1noc(C)c1S(=O)(=O)Nc1ccc2c(c1)C(=O)N([C@H](C)CO)C[C@H](C)[C@H](CN(C)C(=O)NC(C)C)OCCCC[C@@H](C)O2	0	20	9
Cc1ccc([C@@H]2CC(=O)[C@@H]3CN(S(=O)(=O)c4ccccc4C)[C@H](c4ccc(Cl)cc4)C[C@@H]3N2S(=O)(=O)c2ccc(C)cc2)cc1	-2	4	7
Cc1nc(SCC(=O)c2cc(C)n(C3CC3)c2C)c2ccccc2n1	-48	14	-8
C[C@H](CO)N1C[C@H](C)[C@@H](CN(C)Cc2ccncc2)Oc2ncc(Br)cc2C1=O	-2	-6	9
c1ccc2c(c1)Sc1cnccc1N2CC1CO1 (stereo not drawn)	10	22	-290
Cc1ccc(Cc2c(-c3ccc(Cl)cc3)nc3ccc(Cl)cn23)cc1	2	86*	-296
CCN(CC)C(=O)C1=C(C)N(Cc2ccc(C(C)(C)C)cc2)C(=O)C(CC(=O)NC2CC2)C1 (stereo not drawn)	2	3	5
CCCCN1C(=O)C(CC(=O)NCC2CCCCC2)CC(C(=O)N2CCOCC2)=C1C (stereo not drawn)	0	-9	16
C[C@H](CO)N1C[C@H](C)[C@H](CN(C)C(=O)Nc2cccc(F)c2)Oc2cc(C#CC3(O)CCCC3)ccc2S1(=O)=O	0	1	8
CCN(CC)C(=O)C1=C(C)N(CCCN2CCCC2=O)C(=O)C(CC(=O)NC(c2ccccc2)c2ccccc2)C1 (stereo not drawn)	0	-6	12
Cc1cn([C@H]2C[C@H](O)[C@@H](CNC(=O)c3ccccn3)O2)c(=O)[nH]c1=O	3	-3	6
COc1ccc(S(=O)(=O)N2CCC(C(=O)NCCC(=O)NCc3ccccn3)CC2)cc1	-2	2	11
Cn1c(=O)[nH]c(=O)c2c1nc(Br)n2Cc1ccc(Cl)cc1	2	18	28
CCc1nnc(NC(=O)c2ccco2)s1	2	6	6
CC1(C)CC(=O)C=C(c2ccc(COC(=O)c3ccc(-c4ccccc4)cc3)cc2)C1=O	1	19	2
COc1ccc(S(=O)(=O)N2CCC(C(=O)N[C@@H](C)C(=O)N3CCCC3)CC2)cc1	2	-10	8

Complete entries, quoted from the list. Order of screens: SENP1 inh	PfG6PD inh	SENP8 block
CCN(CC)C(=O)C1=C(C)N(Cc2ccc(C(C)(C)C)cc2)C(=O)C(CC(=O)NC2CC2)C1 (stereo not drawn) across the screens: 2	3	5
COc1ccc(S(=O)(=O)N2CCC(C(=O)N[C@@H](C)C(=O)N3CCCC3)CC2)cc1 across the screens: 2	-10	8
C[C@H](CO)N1C[C@H](C)[C@H](CN(C)C(=O)Nc2cccc(F)c2)Oc2cc(C#CC3(O)CCCC3)ccc2S1(=O)=O across the screens: 0	1	8
Cc1cn([C@H]2C[C@H](O)[C@@H](CNC(=O)c3ccccn3)O2)c(=O)[nH]c1=O across the screens: 3	-3	6
CC1(C)CC(=O)C=C(c2ccc(COC(=O)c3ccc(-c4ccccc4)cc3)cc2)C1=O across the screens: 1	19	2

Remaining list, next part.
SMILES	SENP1 inh	PfG6PD inh	SENP8 block
Nn1c(SCC(=O)NC2CCCC2)nnc1C(F)(F)F	2	-2	8
Cc1ccc(Cc2c(-c3ccc(C#N)cc3)nc3ccc(Br)cn23)cc1	8	15	-84
O=S(=O)(Nc1ccc(NS(=O)(=O)c2ccccc2)cc1)c1ccccc1	1	-3	24
Cn1c(SCC(=O)NCCC2=CCCCC2)nnc1C(F)(F)F	2	2	6
COCOCCn1cc(CN2CCS(=O)(=O)N(Cc3ccc(-c4ccc(OC)nc4)cc3)C(C(C)C)C2=O)nn1 (stereo not drawn)	-5	21	-8
C[C@H]1Cn2cnc(C(=O)N[C@H](C)c3ccccc3)c2C(=O)N1	0	-7	8
CC(=O)NNc1nc(-c2ccccc2)c2cc(Cl)ccc2n1	3	2	20
O=C1Nc2cc(C(=O)NCCCN3CCCC3)ccc2S/C1=C/c1cccc(Cl)c1	-13	61*	-119
COc1ccccc1NC(=O)COC(=O)c1c(NC(C)=O)sc(C)c1C	1	4	-129
COc1ccc(CCNC(=O)COC(=O)C2=NNC(=O)CC2)cc1	4	-9	8
Cc1ccc([C@@H]2CC(=O)[C@@H]3CN(S(=O)(=O)c4ccc(C)cc4)[C@H](c4ccccc4)C[C@@H]3N2S(=O)(=O)c2ccc(Cl)cc2)cc1	0	16	17
CCN(CC(=O)NC(C)(C)C)C(=O)c1cccc(S(=O)(=O)N2CC3(C)CC2CC(C)(C)C3)c1 (stereo not drawn)	3	15	16
Cc1nc(Br)c(Br)n1Cc1ccccc1	4	-7	5
COc1ccc([C@@H]2C[C@H]3[C@@H](CN2S(=O)(=O)c2ccccc2)C(=O)C[C@@H](c2ccc(C)cc2)N3S(=O)(=O)c2ccc(C)cc2)cc1	2	2	2
N#CC1(NC(=O)CSc2nnc(C3CC3)n2N)CCCCC1	2	-6	8
C[C@@H]1CN([C@@H](C)CO)C(=O)CCCn2nncc2CO[C@@H]1CN(C)C(=O)Nc1ccnc(N2CCOCC2)c1	2	9	-10
COc1ccc(CCNC(=O)CC(=O)N/N=C\c2ccc(OCC(N)=O)cc2)cc1OC	4	-10	6
CC1C(=O)N(Cc2cn(CCC3OCCO3)nn2)CCS(=O)(=O)N1Cc1ccc(-c2ccc(F)cc2)cc1 (stereo not drawn)	-3	18	-24
O=S(=O)(NCCS(=O)(=O)N1CCN(c2ccc(F)cc2)CC1)c1ccc(F)cc1	2	-1	15
CCOC(=O)c1c(-c2cc(OC)c(OC)c(OC)c2)csc1N	-1	9	15
COc1cccc(CNC(=O)c2ccc(S(=O)(=O)N3CCCCC3)cc2)c1	0	12	18
CN(C)c1nn2c(-c3ccccc3)nnc2o1	1	-9	19
